From PubChem BioAssay
CF NFkB block – inhibitors of PAF-induced NF-kB signaling, primary screen, cell-based, GFP fluorescence, uHTS. inhibition, % at 5 µM. actives 0.86% (n = 360,000). KKLEB NF-kB-GFP reporter, GFP fluorescence overnight;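 active means at least 50% inhibition at 5 µM, scaled per plate between neutral and stimulator controls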;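 further: PAF is a Pseudomonas aeruginosa culture filtrate used as stimulus; plate controls were PAF-stimulated DMSO wells for no effect and unstimulated DMSO wells for full effect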
TROY NFkB inh – inhibitors of TROY-driven NF-kB signaling, primary screen, Q293 LMP1-TROYcd cells, NF-kB luciferase, uHTS | Q293 LMP1-TROYcd NF-kB luciferase reporter, 4 h | inhibition, % at 10 µM | actives 0.98% (n = 360,000);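 active means compounds whose plate-normalised and pattern-corrected inhibition of the luciferase reporter signal at the single screening dose is 50% or more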
C8 TRAIL sens – viability loss with TRAIL in NB7+C8 cells, primary screen, TRAIL sensitizer project, cell-based, ATPlite luminescence | actives 1% (n = 360,000) | inhibition (viability loss, TRAIL sensitization), % at 10 µM;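 active means compounds causing at least 50% loss of cell viability in the single-dose screen, relative to plate controls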
NCOA3 inh – SRC3 coactivator transcriptional activity inhibitors, primary screen, cell-based, luminescence. actives 0.17% (n = 360,000). inhibition, % at 3.6 µM. HEK293 GAL4-SRC3 luciferase reporter;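 active means inhibition above a per-campaign cutoff, the mean of all compounds plus 3 SD, cut at about 60% in these data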;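 further: 0% = DMSO-treated cells and 100% = gossypol-treated cells at 36 µM; higher means less SRC3-driven luciferase light from the GAL4 reporter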
LMP1 NFkB inh – EBV LMP1-driven NF-kappaB luciferase reporter inhibitors, primary screen, cell-based, luminescence, single point; LMP1-induced NF-kappaB luciferase reporter cells; inhibition, % at 12.5 µM; actives 0.69% (n = 350,000); AID 504558, 2011; in the data active means inhibition above about 41%;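 further: 0% = neutral control wells and 100% = reference inhibitor control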
SRC1 inh – SRC1 coactivator transcriptional activity inhibitors, primary screen, cell-based, luminescence | Nuclear receptor coactivator 1 (Homo sapiens), Q15788 | HEK293 GAL4-SRC1 luciferase reporter | inhibition, % at 3.6 µM | actives 0.12% (n = 360,000);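 active means inhibition above the campaign mean plus 3 SD, with each screening campaign given its own cutoff, cut at about 60% in these data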;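 further: 0% = DMSO treated cells and 100% = gossypol at 36 µM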
Shn3 inh set2 – reduction of Shn3 3'UTR firefly luciferase signal, primary screen, Schnurri-3 inhibitor project, cell-based, Clone20 osteoblasts, set 2 | Clone20 osteoblast Shn3 3'UTR firefly luciferase, 24 h | actives 0.52% (n = 360,000) | inhibition, % at 12.5 µM | AID 588674, 2011;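 active means mean inhibition of at least 75% with every replicate also reaching 75%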;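 further: 0% = median of neutral control wells and 100% = pilot-screen positive control compound; some compounds past the cut are filed as inactive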
KKLEB cytotox – cytotoxicity in KKLEB CF airway cells, primary screen, cytotoxicity control for CF NF-kB inhibitor project, cell-based, uHTS, fluorescence assay plates; activity change (cytotoxicity), % at 5 µM; AID 602141, 2011; KKLEB CF airway cells viability, ATPlite luminescence, overnight; stronger effect = lower value; cells stimulated with P. aeruginosa culture filtrate; actives 0.36% (n = 360,000);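 active means corrected activity change at or below -50% at 5 µM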
COUP-TFII inh – NR2F2 transcriptional activity inhibitors, primary screen, cell-based, luciferase reporter, HEK293T, luminescence; actives 0.7% (n = 370,000); HEK293T NGFI-A luciferase reporter; inhibition, % at 8.6 µM;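 active means inhibition above a per-plate cutoff, mean inhibition of test wells between control levels plus 3 SD, cut at about 38% in these data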;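 further: cells cotransfected with COUP-TFII expression vector driving the NGFI-A reporter; 0% = median of COUP-TF2 test wells and 100% = reporter-only cells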
TWEAK Fn14 block – inhibitors of TWEAK-Fn14 signaling, primary screen, luciferase reporter cells, uHTS. TWEAK-stimulated Fn14 reporter cells, luciferase luminescence, 8 h. inhibition, % at 10 µM. actives 2% (n = 360,000); in the data active means inhibition above about 50%
LRH-1 inv ag – LRH-1 (NR5A2) inverse agonists, primary screen, cell-based, luminescence, HEK293T, StAR-luciferase reporter; LRH-1 transfected, 24 h; Nuclear receptor subfamily 5 group A member 2 (Homo sapiens), O00482; actives 0.13% (n = 360,000); inhibition, % at 3.6 µM;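 active means inhibition above the mean inhibition of all tested compounds plus 3 SD, cut at about 73% in these data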;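 further: 0% = DMSO wells and 100% = reporter-only cells lacking LRH-1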
* = called active by the depositor; nt = no result given. Not all compounds are listed; the hit share may differ from the screen's.

SMILES	CF NFkB block	TROY NFkB inh	C8 TRAIL sens	NCOA3 inh	LMP1 NFkB inh	SRC1 inh	Shn3 inh set2	KKLEB cytotox	COUP-TFII inh	TWEAK Fn14 block	LRH-1 inv ag
CC(=O)Nc1ccc(NC(=O)C(F)(F)F)cc1	7	2	2	-7	2	-4	-12	-2	-11	-4	23
COc1ccc(OCc2cc(C(=O)N3CCCC(OC)C3)no2)c2ccccc12 (stereo unspecified)	-19	-53	-3	-52	-21	-74	-34	-2	-16	-34	-67
CNC(=O)CSc1nnc(C2CC2)n1-c1ccccc1	7	5	13	19	-8	4	-16	-6	-9	7	-5
COc1ccc(Cn2c(-c3ccco3)nc3oc4ccccc4c(=O)c3c2=O)cc1	3	-73	3	-5	-23	0	-33	2	7	-1	-8
COc1ccc(NC(=O)COC(=O)c2ccc(S(=O)(=O)N3CC(C)CC(C)C3)cc2)cc1OC (stereo unspecified)	1	-7	-15	-3	0	10	-1	3	2	-23	-11
O=C1C=CN(Cc2ccccc2)CC1	4	6	6	-2	-7	6	-23	0	-6	7	5
CC(C)(C)OC(=O)N1CCN(Cc2ccc(F)c(B(O)O)c2)CC1	-7	-8	-5	7	1	5	-2	11	-3	18	28
O=C(Nc1ccc2c(c1)OCO2)C1CC1	-4	-8	-7	-27	-15	-37	-61	-18	-3	-20	-49
O=C(Nc1ccccc1F)Nc1ccccc1N1CCCCC1	0	-7	1	21	7	-17	-9	14	28	23	11
COc1ccccc1/C=N/NC(=O)CCSc1ccccc1	-9	-19	0	15	-6	10	-1	-3	-13	-3	23
CC(=O)CC(C)=NCCN=C(C)CC(C)=O	0	-5	-6	-6	-6	-55	23	24	-2	4	26
O=C(NCc1nnc(SCC(=O)N2CCCC2)o1)c1ccccc1	-4	9	-11	5	-4	4	-8	21	2	4	-8
CCOC(=O)N1CCN(C(=O)COc2cccc3c2CCN(Cc2cccc(C)c2)C3=O)CC1	-14	25	8	7	-8	-30	33	-1	25	11	8
Cc1cc2c(c(=O)o1)C1(C(=O)N(CC(=O)O)c3ccccc31)C(C#N)=C(N)O2 (stereo unspecified)	-12	-2	17	2	-12	2	-25	0	-8	11	13
Cc1ccsc1C(=O)Nc1cc(C(C)(C)C)nn1-c1ccccc1	-4	6	7	-12	-2	12	4	11	nt	12	18
O=C(CCC(=O)Nc1ccccc1)N/N=C/c1ccncc1	2	-4	14	20	-4	18	-18	-3	-6	1	10
COc1ccc(/C(N)=N/OC(=O)Cc2ccccc2)cc1	-28	-56	-7	-47	-7	-48	-35	5	-27	-44	-43
COc1ccc(Cl)cc1Nc1cc(C)nc2ncnn12	-13	-10	-8	0	1	-17	-6	-2	-20	-1	-2
CCN(CC)S(=O)(=O)c1ccc(C)c(NC(=S)NNC(=O)C2CC2)c1	10	1	3	13	-5	-25	8	-5	-3	3	3
FC(F)(F)c1ccccc1C1=CC(c2ccccc2)n2ncnc2N1 (stereo unspecified)	18	-3	-6	-10	-1	0	0	7	4	4	40
COCCN=C1NN=C(c2cc(C)n(CC3CCCO3)c2C)CS1 (stereo unspecified)	6	1	-6	18	3	-1	1	0	21	13	-4
COc1ccc(NC(=O)CCC(=O)c2ccc(C(C)C)cc2)cc1	17	6	-21	0	3	5	-2	0	15	-4	1
CSc1ccccc1NC(=O)CN(C)C(=O)Cc1c(F)cccc1Cl	2	-15	13	-3	4	-6	6	-4	1	-22	-6
O=C(NC1CCc2ccccc21)c1cc(COc2c(F)cccc2F)on1 (stereo unspecified)	-20	-38	-4	-4	-3	-11	-26	8	-18	-23	1
COC(=O)c1ccccc1OCC(=O)N1CCN(c2ccc(OC)cc2)CC1	-14	-4	-15	10	-8	-16	14	1	6	-23	-2

Nothing new here: an excerpt of the list.
SMILES	CF NFkB block	TROY NFkB inh	C8 TRAIL sens	NCOA3 inh	LMP1 NFkB inh	SRC1 inh	Shn3 inh set2	KKLEB cytotox	COUP-TFII inh	TWEAK Fn14 block	LRH-1 inv ag
CNC(=O)CSc1nnc(C2CC2)n1-c1ccccc1	7	5	13	19	-8	4	-16	-6	-9	7	-5
COc1ccc(Cn2c(-c3ccco3)nc3oc4ccccc4c(=O)c3c2=O)cc1	3	-73	3	-5	-23	0	-33	2	7	-1	-8
COc1ccc(NC(=O)COC(=O)c2ccc(S(=O)(=O)N3CC(C)CC(C)C3)cc2)cc1OC (stereo unspecified)	1	-7	-15	-3	0	10	-1	3	2	-23	-11
O=C1C=CN(Cc2ccccc2)CC1	4	6	6	-2	-7	6	-23	0	-6	7	5

Remaining list, next part
SMILES	CF NFkB block	TROY NFkB inh	C8 TRAIL sens	NCOA3 inh	LMP1 NFkB inh	SRC1 inh	Shn3 inh set2	KKLEB cytotox	COUP-TFII inh	TWEAK Fn14 block	LRH-1 inv ag
Cc1ccc(C)c(C(=O)C(C)OC(=O)CN2C(=O)NC3(CC(C)CC(C)(C)C3)C2=O)c1 (stereo unspecified)	30	-2	-7	19	-3	2	4	-28	3	16	20
COc1cccc(C(=O)OCC(=O)Nc2ccc(N3CCOCC3)cc2)c1	-24	9	6	4	6	-6	-8	5	-2	14	23
Cc1ccc(S(=O)(=O)N2C[C@]3(O)C[C@@H]4C(=O)N(c5ccccc5)C(=O)[C@@H]4C[C@]3(OC(=O)Nc3c(C)noc3C)C2)cc1	10	12	-3	12	-1	-3	-5	1	-18	-6	-5
C#CCNCCS(=O)(=O)N(Cc1ccc(Br)cc1)[C@@H](C)C(=O)O	-8	5	-26	-9	-2	6	0	-16	-3	9	11
N#Cc1ccc(OCC(=O)Nc2ccccc2NS(=O)(=O)c2cccs2)cc1	-1	-5	7	23	-14	-13	0	20	0	-7	-14
O=C(CN(C(=O)CNC(=O)c1cccs1)c1cccc(F)c1)NC1CCCCC1	-14	5	16	5	-5	12	5	11	-5	5	2
CCn1c(SCC(=O)c2[nH]c(C)c(C(C)=O)c2C)nnc1-c1ccccc1	8	18	4	12	3	10	25	-2	34	22	27
Cn1c(=O)c2cc(S(=O)(=O)NCCC(=O)Nc3ccc(F)cc3F)ccc2n(C)c1=O	3	-2	-2	8	1	-15	3	8	0	10	12
COc1ccccc1CNC(=O)c1cccc(S(=O)(=O)N2CCCC2)c1	-6	-7	-3	4	-21	-1	-43	16	-10	-2	-11
O=C(c1cc([N+](=O)[O-])cc([N+](=O)[O-])c1)N1CCN(C(=O)c2ccco2)CC1	-4	-2	-6	11	2	7	-9	-1	5	15	-10
Cc1cc[n+](-c2nc3ccccc3nc2C(=C=[N-])C#N)cc1	-10	-3	11	4	1	-2	-6	2	13	-2	10
N#Cc1ccc(C(=O)Nc2cccc(S(=O)(=O)NC3=NCCC3)c2)cc1	-23	5	15	17	11	-7	10	7	3	-13	6
CCCS(=O)(=O)N1CCN(C(=O)COc2ccc(-c3ccccc3)cc2)CC1	-16	-6	7	-1	4	8	25	-1	21	1	-6
CC(=O)Nc1ccc(CN2CCc3c([nH]c4ccccc34)C2C(C)(C)C)cc1 (stereo unspecified)	-7	8	6	-12	7	3	3	2	-9	-7	11
CCCOC(=O)c1ccc(NC(=O)c2cc(OC)c(OC)c(OC)c2Br)cc1	0	14	2	-5	-2	-2	19	6	0	-11	-4
CC(C)(C)c1ccc(OCC(=O)Nc2ccncc2)c(Br)c1	8	11	14	-6	-18	15	3	-8	2	20	6
O=C(NCC(=O)N1CCN(c2ccccc2)CC1)c1ccc(Br)o1	-13	13	6	8	-6	-6	8	2	-20	19	4
COc1ccc(C(=O)Nc2ccc(C3CC3(Cl)Cl)cc2)cc1 (stereo unspecified)	-22	-33	3	-42	-39	-54	-16	-13	-10	8	-62
CCSc1nnc(NC(=O)CSc2nc3c(cc2C#N)CCCC3)s1	-30	-40	39	-35	-3	-40	-93	-2	6	0	-26
COc1ccc(-c2nn3c(C4CCCCC4)nnc3s2)cc1OC	9	-4	-20	-17	22	-20	16	-14	-20	-56	35
CCC1Oc2ccccc2N(CC(=O)NCCCN2CCN(c3ccc(OC)cc3)CC2)C1=O (stereo unspecified)	10	-3	6	-1	3	1	9	-14	11	-8	4
Cn1c(=O)c2c(nc(Br)n2CCSc2nc3ccccc3o2)n(C)c1=O	3	-10	8	17	4	-5	13	11	2	7	-17
COc1ccc(NC(C)(C)c2nnnn2-c2c(C)cccc2C)cc1	7	-47	14	26	-2	13	9	-8	20	7	7
COc1cccc(C2/C(=C(/O)c3ccccc3)C(=O)C(=O)N2CCCC(=O)O)c1 (stereo unspecified)	-5	-53	-7	10	-5	-10	-9	0	-6	3	-11
O=C(OCC(=O)c1cccc2ccccc12)c1ccc(CO)cc1	-12	-31	3	-128	3	-52	-27	9	-32	-31	-41
SMILES	CF NFkB block	TROY NFkB inh	C8 TRAIL sens	NCOA3 inh	LMP1 NFkB inh	SRC1 inh	Shn3 inh set2	KKLEB cytotox	COUP-TFII inh	TWEAK Fn14 block	LRH-1 inv ag
OCC1(Cc2ccc(F)cc2)CCCN(Cc2ccc(F)cc2Cl)C1 (stereo unspecified)	6	10	-2	10	-7	1	13	-1	15	14	-5
CN(Cc1ccccc1)C1CCNCC1	1	0	1	-20	-4	-12	4	3	5	-6	-10
CC(=O)Nc1ccc(NC(=O)CN(c2ccc(C34CC5CC(CC(C5)C3)C4)cc2)S(C)(=O)=O)cc1	-20	-7	-2	13	-29	-37	21	-2	4	-11	-26
O=C(CCc1nnc2ccc(NCCCN3CCCC3=O)nn12)NCc1ccccc1Cl	-8	-7	-5	-12	-1	-6	-35	2	-1	-12	2
CCOCCCNC(=S)N1CCC(C(=O)c2ccc3c(c2)OCCO3)CC1	-6	0	0	17	-1	-24	13	-4	-2	9	-2
CCn1nnnc1NCc1cccc(Cl)c1	-2	17	-11	16	-2	3	9	6	-4	0	6
OC1NC(=S)N(c2ccccc2)C1O (stereo unspecified)	-9	-26	-10	5	-10	3	-9	3	10	-24	-27
COc1ccc(N2CCN(C(=O)c3cccc(S(=O)(=O)N4CCc5ccccc54)c3)CC2)cc1	22	2	-29	1	2	-2	10	-6	4	12	-12
O=C(CCn1c2c(c3ccccc31)CCCC2)NNC(=O)c1ccc(Cl)c([N+](=O)[O-])c1	20	12	-3	24	-12	-6	-10	-7	4	-15	0
Cc1onc(-c2ccccc2Cl)c1C(=O)N(C)Cc1ccccc1	7	-5	-15	-26	3	0	-1	-16	9	1	17
CCN(CC)CCNC(=O)CNC(=O)c1nn(-c2ccc(OC)cc2OC)c(=O)c2ccccc12	-11	4	-5	-7	5	15	2	1	15	3	10
COc1cc(-c2noc(CCCC(=O)NC3CCCCC3)n2)cc(OC)c1OC	6	-13	4	-6	-9	13	25	4	1	-37	-2
COc1ccccc1CNC(=O)c1ccc(CS(=O)(=O)c2ccccc2C)o1	8	0	3	-11	-9	-38	-6	-6	3	-7	1
